Bioassay records deposited in PubChem BioAssay by National Center for Advancing Translational Sciences (NCATS).
Giardia FBPA inh: blocks Giardia fructose-bisphosphate aldolase activity; A8B2U2; purified Giardia FBPA; Potency, µM (highest dose often 59.6 µM), for the others: top-dose activity, negative = inhibition, most hits filed as inhibitors; 290,000 tested, 0.71% active; further: potency means the concentration at half of the fitted maximal effect; on the % scale 0 is the no-effect control and ±100 the full control effect; nearly all actives have a fitted effect of over 55% in size
Target sequence (A8B2U2 whole entry, looked up): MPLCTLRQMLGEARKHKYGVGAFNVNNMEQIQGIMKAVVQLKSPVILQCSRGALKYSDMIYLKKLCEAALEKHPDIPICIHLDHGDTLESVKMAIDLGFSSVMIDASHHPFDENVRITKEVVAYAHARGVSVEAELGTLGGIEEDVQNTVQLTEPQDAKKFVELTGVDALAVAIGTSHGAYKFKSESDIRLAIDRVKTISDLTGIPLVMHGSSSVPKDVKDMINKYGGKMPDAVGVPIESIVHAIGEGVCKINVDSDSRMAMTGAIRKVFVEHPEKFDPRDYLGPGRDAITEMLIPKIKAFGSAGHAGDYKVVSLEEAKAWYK
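Giardia FBPA (40 nM reagent) was preincubated 10 min at RT with compound (up to 57.5 uM final), then substrate plus GAPDH/TPI/NAD/arsenate coupling system with diaphorase/resazurin was added; resorufin fluorescence (525/598 nm) was read after 20 min.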
Shiga toxin inh: inhibitors of Shiga toxin in Vero cells; 290,000 tested, 9.2% active; inhibition, % at 38.7 µM; Vero cells, Shiga toxin protein synthesis inhibition reporter; AID 2315; in the data active means inhibition mostly above about 28%, no sharp cut-off; inactive means mostly below about 43%; further: 0% is about no effect
AMA1 RON2 block: inhibitors of Plasmodium falciparum AMA1-RON2 interaction; AlphaScreen AMA1-biotinylated RON2 peptide binding; Potency, µM (titrated, usually from 58.2 µM), for inactives: at the top dose activity change, negative = inhibition, actives largely listed as inhibitors; 360,000 tested, 0.2% active; AID 720542;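 further: potency means the concentration at half of the fitted maximal effect; 0% = vehicle wells and -100% = peptide control; nearly all actives have a fitted effect of over 45% in size; some results filed as inactive show a strong effect at the top dose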
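AMA1 (3D7) with his tag at 25 nM final met compounds first, then biotinylated RON2 peptide at 25 nM; detection used donor plus acceptor beads, 10 µg/mL apiece, read by AlphaScreen after 30 min at room temperature.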
AmpC inh no detg: AmpC beta-lactamase inhibition without detergent. 330,000 tested, 0.52% active. AmpC nitrocefin hydrolysis, absorbance 480 nm, 0.0001% Triton. Potency, µM (titrated, usually from 57.1 µM), without a hit: at the highest dose activity change, negative = inhibition, most hits filed as inhibitors;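 further: potency means the concentration at half of the fitted maximal effect; plate controls were no compound for no effect and no enzyme for full effect; nearly all actives have a fitted effect of over 20% in size; some results filed as inactive show a strong effect at the top dose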
Target sequence (P00811 whole entry, looked up): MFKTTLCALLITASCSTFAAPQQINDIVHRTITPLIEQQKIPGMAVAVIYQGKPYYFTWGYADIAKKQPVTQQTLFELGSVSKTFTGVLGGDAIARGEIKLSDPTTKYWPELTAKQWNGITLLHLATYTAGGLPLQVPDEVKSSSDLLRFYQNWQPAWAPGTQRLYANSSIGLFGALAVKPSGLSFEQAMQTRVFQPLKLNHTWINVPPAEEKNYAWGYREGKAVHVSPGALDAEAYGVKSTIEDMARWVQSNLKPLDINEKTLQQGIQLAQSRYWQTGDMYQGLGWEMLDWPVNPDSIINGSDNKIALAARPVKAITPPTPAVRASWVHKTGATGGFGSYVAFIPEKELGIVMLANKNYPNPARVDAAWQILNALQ
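20 mM phosphate pH 7.0 + 0.01% (detergent screen) or 0.0001% Triton X-100; 5.3 nM AmpC reagent; cpd preinc 15 min RT; nitrocefin (800 uM stock) to start; A480 q20 s × 4 min; Activity was normalised to no-enzyme and no-compound control wells.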
AmpC detergent: blocks E. coli AmpC beta-lactamase in detergent assay | Potency, µM (series often up to 114 µM), for the others: top-dose activity change, negative = inhibition, actives largely listed as inhibitors | AmpC hydrolysis of nitrocefin, absorbance 480 nm, 0.01% Triton | 370,000 tested, 0.041% active | P00811;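 further: potency means the concentration at half of the fitted maximal effect; 0% = no-compound wells and -100% = no-enzyme wells; nearly all actives have a fitted effect of over 25% in size; some results filed as inactive show a strong effect at the top dose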
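AmpC (5.3 nM in the dispensed reagent) in 20 mM phosphate pH 7.0 with 0.01% (detergent screen) or 0.0001% Triton X-100 was preincubated with compounds for 15 min at room temperature. Nitrocefin was then added from an 800 uM solution, and hydrolysis was followed at 480 nm.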
HCMV antiviral: inhibitors of human cytomegalovirus. HFF cells, HCMV-luciferase reporter, 72 h; active compounds read low. activity change, negative = inhibition, % at 57.5 µM. 410,000 tested, 4.5% active; in the data active means activity change below about -60%; inconclusive means no clear call, values can overlap the other calls; inactive means above about -39%; further: on the % scale 0 is the no-effect control and ±100 the full control effect
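Screen run at 2 compound doses on HFFs infected with reporter HCMV, MOI 1 PFU/cell. Luciferase activity from cell lysates at 72 h post infection gave inhibition relative to buffer-only and Salinomycin wells.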
CHX counter: affects cycloheximide protein synthesis inhibition readout, counter-screen. cell reporter, cycloheximide protein synthesis inhibition counterscreen. max response, %. 300,000 tested, 12% active. AID 2314; in the data active means max response mostly above about 13%, no sharp cut-off; inactive means mostly below about 14%; further: read at 38.3 µM for the half of the compounds with a filed dose; 0% is about no effect
Starred values were filed as active, the others as inactive; ? = inconclusive; nt = no result given; & = joins results of further samples; ! = not confirmed by another sample; [ ] = remark or other dose. Unless noted, the call rests on the fitted dose curve; in most records, active means well fitted curve in the direction sought with a large enough effect; inconclusive means small, poorly fitted or top-dose-only effect, or another doubt; inactive means no such curve, though single readings can be large; an effect the other way counts as inactive or inconclusive.

Values in the order – Giardia FBPA inh | Shiga toxin inh | AMA1 RON2 block | AmpC inh no detg | AmpC detergent | HCMV antiviral | CHX counter
Cc1ccc2nc(-c3ccc(NC(=O)CSc4nc(N)cc(=O)[nH]4)cc3)sc2c1
→ 2% | 94* | -16% | -8% | -14% | 13 | 30*
CO/N=C/NC(=O)c1c(OC)ccnc1Oc1ccccc1
→ 10% | -14 | 56%[activator] | -3% | -9% | -20 | -2
Cn1nnnc1SCc1ccc(CSc2nnnn2C)cc1
→ 1% | 11 | 8% | -7% | 4% | -2 | -4
CN1CCN(C(=O)N2CCNC2=O)CC1
→ -2% | -17 | -1% | -22% | ? | 3 | 5
COc1ccccc1/C=C1\SC(=O)N(CCC(=O)N(C)C2CCS(=O)(=O)C2)C1=O (stereo not drawn)
→ nt | 18 | -8% | 154%[activator] | -6% | -8 | 8
CCOc1ccccc1N1CCN(C(=S)Nc2ccc(S(N)(=O)=O)cc2)CC1
→ 14% | -5 | 1% | -3% | -4% | 15 | -2
CCc1ccc(CC(=S)N2CCOCC2)cc1
→ 5% | 62* | 3% | -7% | 3% | 4 | 26*
C/C(NCC(C)(C)CN(C)C)=C(/C#N)C(=O)NCc1ccccc1
→ 7% | -13 | 3% | -8% | ? | 69 | -1
COc1ccccc1CNC(=O)[C@@H](NC(=O)C1CCN(C(=O)[C@@H]2CCCN2C(=O)OC(C)(C)C)CC1)C(C)C
→ -3% | 9 | 13% | 83%[activator] | -4% | 16 | -2
CCOC(=O)c1sc(/N=C/c2c(O)n(-c3ccccc3)c(=O)[nH]c2=O)c(C#N)c1C
→ -8% | 29 | 2% | -22% | -14% | 47 | 16
CCc1ccc(S(=O)(=O)Nc2cccc(-c3ccc4nncn4n3)c2)s1
→ 3% | -10 | 12% | -34% | 6% | 34 | 2
CC1=C(C(=O)Nc2ccccc2C)C2(CCCCC2)C(C(N)=O)C(=S)N1 (stereo not drawn)
→ -3% | -9 | 1% | -20% | -1% | -18 | 1
COc1ccc(OC)c(/C=N\NC(=O)c2ccc(-c3ccccc3)cc2)c1
→ nt | -12 | 3% | -35% | 3% | -8 | -2
CCNC(=O)NC(=O)CSc1nnc(-c2c[nH]c3ccccc23)o1
→ 3% | -5 | 52%[activator] | 56% | -4% | -17 | -2
Cc1c(C(=O)Nc2nccs2)oc2ccc(Br)cc12
→ nt | nt | 13% | -28% | nt | 11 | nt
O=S(=O)(c1ccccc1Oc1ccc(Cl)cc1Cl)N1CCCCC1
→ 0% | 13 | 1% | -15% | 2% | 17 | -3
Cc1cc(C)c2c(=O)[nH]c(SCc3ccccc3C)nc2n1
→ 3% | -18 | -8% | -44% | -5% | -3 | -4
Cn1c(=O)c2c(nc(OCC3COC(C)(C)O3)n2Cc2ccccc2F)n(C)c1=O (stereo not drawn)
→ 2% | 27 | -7% | 14% | -14% | -16 | -3
O=C(N1CCOCC1)N1CCC(n2nnc3cc(F)ccc32)CC1
→ -15% | -9 | 3% | -1% | -11% | 56 | 2
O=C(Cc1ccccc1)Nc1ccc(NC(=O)c2cccs2)cc1Cl
→ -1% | 40 | 0% | -30% | 1% | -36 | 8
Oc1ccc(/C=C/c2ccnc3ccccc23)cc1
→ -2% | 109* | -4% | -23% | -9% | -61* | 111*
COc1ccc(S(=O)(=O)Nc2ccc(NC(C)=O)cc2)cc1Br
→ 8% | -7 | 6% | -18% | -14% | 31 | -3
CC(Sc1nc2ccccc2s1)C(=O)N1CCOCC1 (stereo not drawn)
→ -5% | 15 | 36%[activator] | 3% | ? | 168 | 12
Cc1ccc(C(C(=O)NC2CCCC2)N(Cc2ccc3c(c2)OCO3)C(=O)c2snc(C(N)=O)c2N)cc1 (stereo not drawn)
→ 1% | -2 | -10% | 39% | 4% | -31 | 5
COC(=O)CNC(=O)/C=C/c1ccc(OC)cc1
→ 5% | 57* | 0% | 3% | -6% | 48 | 27*
Cc1ccc(N(CC(=O)NCc2ccccc2)S(=O)(=O)c2c(C)noc2C)cc1
→ 2% | 14 | 0% | -8% | -4% | -38 | -3
CC(C)c1ccccc1NC(=O)c1cccnc1
→ -3% | 9 | -4% | -18% | ? | 18 | -1
CCn1c(O)c(C=NCc2ccccc2)sc1=S
→ -6% | 33 | -20% | -31% | -8% | -8 | 15
Cc1cccc(OCCn2c(=O)sc3ccccc32)c1
→ 1% | 79* | 52%[activator] | -21% | ? | -22 | 36*
O=C(Nc1ccc(O)c2c(=O)cc(-c3ccccc3Cl)oc12)c1ccc(F)cc1
→ 2%&-1% | 100*! | 18% | -18% | 0% | 55 | 88*!
CC(C)(O)C(O)COc1c2ccoc2cc2oc(=O)ccc12 (stereo not drawn)
→ 6% | -10 | 0% | 0% | -1% | 33 | -2
Cc1ccc(CCNCc2c(C(=O)O)c(C)n(-c3ccccc3)c2C)cc1
→ -16% | -10 | -2% | -2% | 0% | 17 | 7
COc1ccc(NC2CCCN(C(=O)c3ccc(C(C)=O)s3)C2)cc1 (stereo not drawn)
→ -3% | 0 | 0% | -2% | 5% | -4 | -1
O=S(=O)(c1ccc(F)cc1)c1nc(-c2ccco2)oc1Nc1ccccc1
→ -2% | 114* | -7% | -58% | -3% | 6 | 50*
CC(=O)N1CCN(Cc2nc3cc(NC(=O)c4cccc(Br)c4)ccc3n2C)CC1
→ 2% | 24 | -8% | 118%[activator] | -2% | -73* | 13
c1ccc(-c2ccc(CN3C[C@@H]4C(c5ccccc5)C5(c6cccnc6)CC4(C5)[C@H]3c3ccccc3)cc2)cc1 (stereo partly drawn)
→ 7%&0% | -10 | 0% | 4% | 2% | -17 | -2
Cc1ccc(Sc2oc(/C=N/n3cnnc3)cc2Br)cc1
→ -8% | -12 | -5% | 16% | -16% | 31 | 2
COc1ccccc1C(CNC(=O)c1oc2ccccc2c1C)N1CCCC1 (stereo not drawn)
→ nt | nt | -1% | -11% | 3% | ? | nt
CC1SC(=NC(=O)c2ccncc2)NC1=O (stereo not drawn)
→ -11% | -9 | -6% | -13% | -8% | -17 | -1
CCOc1ccccc1NC(=O)CSc1nnc(-c2ccccn2)n1Cc1ccco1
→ 10% | -6 | 1% | 31% | -11% | -24 | 6
COc1ccc(-c2cc(C(=O)NC3CC3)c3ccccc3n2)cc1
→ nt | -3 | -7% | 8% | -1% | 0 | 3
CS(=O)(=O)N(Cc1ccccc1)c1ccc(C(=O)NC2CCCCC2O)cc1 (stereo not drawn)
→ 3% | -17 | 10% | 25% | -5% | 30 | -4
Cc1ccccc1-n1c(C)nnc1SCC(=O)N1CC(=O)Nc2ccccc21
→ 0% | 13 | -5% | -10% | -11% | 11 | -1
COc1ccc(-n2c(SCC(=O)NCC3CCCO3)nc3c([nH]c4ccccc43)c2=O)cc1OC (stereo not drawn)
→ 4% | -6 | -11% | 13% | -1% | 57 | 3
Cc1cccc(NC(=S)NC2CC3CCC(C2)N3Cc2ccco2)c1 (stereo not drawn)
→ -3% | -23 | -6% | -22% | -14% | -21 | 1

3 compounds already listed, arranged by molecular weight, falling.
Values in the order – Giardia FBPA inh | Shiga toxin inh | AMA1 RON2 block | AmpC inh no detg | AmpC detergent | HCMV antiviral | CHX counter
COc1ccccc1C(CNC(=O)c1oc2ccccc2c1C)N1CCCC1 (stereo not drawn)
→ nt | nt | -1% | -11% | 3% | ? | nt
CCNC(=O)NC(=O)CSc1nnc(-c2c[nH]c3ccccc23)o1
→ 3% | -5 | 52%[activator] | 56% | -4% | -17 | -2
Cc1c(C(=O)Nc2nccs2)oc2ccc(Br)cc12
→ nt | nt | 13% | -28% | nt | 11 | nt

New compounds follow
Values in the order – Giardia FBPA inh | Shiga toxin inh | AMA1 RON2 block | AmpC inh no detg | AmpC detergent | HCMV antiviral | CHX counter
COc1cccc(N(CC(=O)NCc2ccccc2)C(=O)CCC(=O)Nc2nccs2)c1
→ -1% | -3 | -4% | -6% | 5% | -9 | -5
CCOC(=O)c1c(C)[nH]c(C)c1C(=O)COC(=O)c1cccnc1OCC
→ nt | nt | -1% | 2% | nt | -16 | nt
O=C(/C=C/c1ccc(Cl)cc1Cl)N1CCN(c2ccccc2[N+](=O)[O-])CC1
→ -16% | 18 | -11% | 26% | 1% | 17 | 9
C[C@H](CO)N1C[C@H](C)[C@@H](CN(C)S(=O)(=O)c2ccc(F)cc2)Oc2c(NS(=O)(=O)c3ccc(F)cc3)cccc2C1=O
→ nt | nt | -3% | 222%[activator] | nt | -11 | nt
COc1cc(CNC(=O)c2cnc(C)cn2)cc(OC)c1
→ -2% | nt | -12% | -12% | -3% | 30 | 4
CCCc1cc(=O)[nH]c(SCC(=O)Nc2sc(C(N)=O)c(C)c2C(=O)OCCOC)n1
→ nt | nt | 25% | -16% | -15% | -62* | nt
COc1ccccc1N1CCN(Cc2nc(N)nc(Nc3ccc(C)c(Cl)c3)n2)CC1
→ -12% | -4 | -5% | 302%[activator] | ? | -17 | -1
Cc1nnc(NC(=O)c2ccc3c(c2)OCO3)s1
→ -8% | 56* | -23% | -18% | 0% | 59 | 39*
Cc1cc(C)n2nc(SCC(=O)Nc3c(C)n(C)n(-c4ccccc4)c3=O)nc2n1
→ -1% | -9 | 8% | -10% | ? | -36 | 2
O=C(NCc1ccccc1)c1nccnc1CO
→ -6% | -7 | -3% | -3% | 1% | -14 | -5
CCOC(=O)Cc1csc(NC(=O)COc2ccc3c(C)cc(=O)oc3c2)n1
→ -12% | -18 | 15% | -13% | -3% | 31 | 6
O=C(O)C1CCN(C(=O)c2scc3c2OCCO3)CC1
→ 2% | -7 | 21% | -10% | -6% | 11 | -1
O=C(CCn1c(=O)c2sccc2n(CC(=O)OCc2ccccc2)c1=O)NCc1ccco1
→ 7% | -1 | -5% | -21% | -6% | -13 | -4
CC1(C)Cc2ccccc2C2=C(C(=O)N3CCCCCC3)C(=O)C(=O)N21
→ ? | 18 | -5% | -5% | 2% | -9 | -1
COc1ccc(/C=C2/SC(=S)N(c3ccc(S(=O)(=O)Nc4nccs4)cc3)C2=O)cc1
→ 6% | -16 | 10% | ? | 2% | 5 | 1
Clc1ccc(/C=C/c2nc(Cl)c(-c3ccc(Cl)cc3)c(Cl)n2)cc1
→ 0% | 24 | 0% | -22% | -8% | -27 | 2
CN(C)S(=O)(=O)c1cccc(C(=O)OCC(=O)Nc2sccc2C#N)c1
→ 9% | 75* | 89%[activator] | -9% | 5% | nt | 56*
CCN(CC)S(=O)(=O)c1cccc(C(=O)Nc2cc(C)on2)c1
→ 13% | 12 | 6% | -9% | ? | 45 | 3
O=C1S/C(=C\C=C\c2ccco2)C(=O)N1c1ccccc1
→ -25% | 59* | ? | -43% | -12% | -34 | 38*
